Tb MetRS inh: Trypanosoma brucei MetRS inhibition; purified T. brucei MetRS, ATP depletion, Kinase-Glo luminescence; inhibition, % at 11.9 µM; 0.4% of 360,000 active;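 active = inhibition above a per-plate cutoff of the control wells' mean inhibition plus 3 SD, cut at about 5.5% in these data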;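 note: 0% = DMSO wells median and 100% = median of wells with control inhibitor compound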
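Test system – parasite MetRS enzyme · Reagent – substrates ATP, L-methionine and bulk Escherichia coli tRNA · Doses – 11.9 µM compound single dose, 0.9% DMSO · Times – 15 min enzyme-compound preincubation, 2 h reaction, 10 min detection, 25 °C · Signal – Kinase-Glo luminescence, ATP depletion format · Controls – DMSO-only wells as low control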
Scp-1 inhibitor: blocks human Scp-1 phosphatase activity. inhibition, % at 20 µM. Recombinant Scp1, phosphopeptide, malachite green phosphate absorbance. 0.88% of 340,000 active. Q9GZU7;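 active = inhibition above about 50% at 20 µM, limit read from the data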;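 note: plate controls were DMSO wells with enzyme for no effect and wells lacking enzyme for full effect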
Target sequence (Q9GZU7 76-261 limits assumed): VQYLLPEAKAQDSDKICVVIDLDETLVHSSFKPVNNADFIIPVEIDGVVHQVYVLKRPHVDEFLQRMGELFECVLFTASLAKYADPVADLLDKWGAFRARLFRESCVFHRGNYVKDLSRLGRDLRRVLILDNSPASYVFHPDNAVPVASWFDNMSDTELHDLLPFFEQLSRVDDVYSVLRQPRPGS
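Test system – truncated SCP-1 phosphatase (76-261aa) · Reagent – Phosphorylated 17-residue peptide substrate · Incubation – 45 min room-temperature reaction, 5 min colour, 30 min stabiliser · Detection – colorimetric phosphate reagent with accelerator and stabiliser, absorbance at 630 nm · Measure – % inhibition at 20 µM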
STEP inh: blocks human striatal-enriched tyrosine phosphatase; recombinant STEP, OMFP fluorogenic substrate, fluorescence; inhibition, % at 20 µM; 0.25% of 360,000 active;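 active = inhibition at 20 µM, scaled per plate between control wells, above about 37%, limit read from the data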;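 note: 0% = DMSO with enzyme and substrate and 100% = substrate only without enzyme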
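Assay system: isolated STEP enzyme / Timing: 20 min at room temperature, dark / Doses: 20 µM, 1% DMSO / Technique: fluorescence intensity, excitation 480 nm, emission 540 nm / Reagent: fluorogenic phosphatase substrate OMFP at 25 µM final / Measure: percent inhibition scaled to no-enzyme and uninhibited-enzyme controls, plate-pattern corrected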
NadD block: blocks S. aureus nicotinate mononucleotide adenylyltransferase | purified NadD enzyme, colorimetric absorbance read-out | inhibition, % at 20 µM | 0.78% of 360,000 active | AID 602399; in the data active = inhibition above about 26%; note: some compounds past the cut are filed as inactive
LMPTP block: blocks human LMPTP phosphatase. 0.22% of 360,000 active. recombinant LMPTP-A, OMFP fluorogenic substrate, fluorescence intensity. inhibition, % at 20 µM. P24666. AID 651560;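 active = compounds that cut the enzyme signal by at least half of the control window in the single-dose screen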;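 note: plate controls were DMSO wells with enzyme plus substrate for no effect and substrate without enzyme for full effect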
Target sequence (P24666 whole entry, looked up): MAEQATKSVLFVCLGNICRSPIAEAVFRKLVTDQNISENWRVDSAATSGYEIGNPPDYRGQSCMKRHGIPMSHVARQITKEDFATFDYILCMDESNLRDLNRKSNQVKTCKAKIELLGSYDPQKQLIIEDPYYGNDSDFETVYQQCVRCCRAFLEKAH
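Assay system: LMPTP-A enzyme. Input: 0.625 nM LMPTP-A final. Probe or stimulus: 400 µM OMFP. Compound dosing: single 20 µM dose. Schedule: 50 min dark incubation at room temperature. Detection: fluorescence intensity of OMFP turnover product. Read-out: percent inhibition versus substrate-only and uninhibited controls. Benchmarks: no-enzyme low control, uninhibited high control.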
DNMT1 inh: blocks human DNA methyltransferase DNMT1 | DNMT1 molecular beacon, Hinp1I cleavage, fluorescence | P26358 | inhibition (reported as % activation of signal), % at 10 µM | 0.83% of 360,000 active; in the data active = inhibition above about 50%
MsrA inhibitor: inhibits bovine methionine sulfoxide reductase A; purified bovine MsrA, absorbance read-out; inhibition, % at 15.5 µM; 0.75% of 360,000 active; AID 651718; in the data active = inhibition above about 4.5%;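 note: 0% = vehicle wells with enzyme and 100% = reference inhibitor wells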
CSN inh: CSN deneddylation inhibition; Q92905; Purified CSN, SCF-Nedd8-OG deneddylation, fluorescence polarization; inhibition, % at 12.5 µM; 0.38% of 360,000 active;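 active = pattern-corrected inhibition above about 35%, with an unprinted fluorescence ratio check between 0.5 and 1.5, limit read from the data, passing the limit was not always enough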;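 note: 0% = enzyme with substrate and 100% = substrate without enzyme; some results filed as inactive read as strong as hits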
Target sequence (Q92905 whole entry, looked up, one chain of several): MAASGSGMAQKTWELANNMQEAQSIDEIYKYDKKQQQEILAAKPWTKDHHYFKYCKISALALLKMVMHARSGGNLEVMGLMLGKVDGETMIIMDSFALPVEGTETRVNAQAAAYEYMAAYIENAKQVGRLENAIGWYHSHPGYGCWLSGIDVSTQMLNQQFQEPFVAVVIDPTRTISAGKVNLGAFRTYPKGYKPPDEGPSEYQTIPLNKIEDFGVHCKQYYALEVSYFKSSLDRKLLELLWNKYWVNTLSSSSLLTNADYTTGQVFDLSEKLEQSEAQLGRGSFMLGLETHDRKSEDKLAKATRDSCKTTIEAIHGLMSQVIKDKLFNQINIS
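Test system: purified human Csn5 enzyme expressed in HEK293T cells. Amount: 0.24 nM enzyme. Reagent: SCFSkp2-Nedd8OG substrate at 10 nM final. Schedule: 90 min incubation of compound, enzyme and substrate at room temperature. Detection: fluorescence polarization. Read-out: % inhibition of substrate cleavage by Csn5.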
SUMO1-SIM PPI: SUMO1-SIM interaction modulation | inhibition, % at 20 µM | SUMO1 binding to a labelled peptide, TR-FRET, 1 h | P63165 | 0.33% of 360,000 active | AID 602429; in the data active = inhibition above about 37%
Target sequence (P63165 whole entry, looked up): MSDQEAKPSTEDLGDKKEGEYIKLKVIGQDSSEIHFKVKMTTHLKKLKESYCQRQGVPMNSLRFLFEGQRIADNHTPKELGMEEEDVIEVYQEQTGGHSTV
Rpn11 block: Rpn11 (human) deubiquitinase inhibition; 0.59% of 360,000 active; human 26S proteasome, Ub4-pepOG fluorescence polarization; 20S core pre-blocked with epoxomicin; AID 588493; calls only at 20 µM; O00487;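 active = inhibition at 20 µM, scaled to each plate's controls, above about 33%, limit read from the data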
* hit, by the source's call; i = inactive; . = not tested or not shown. An unsorted share of the library; overall some 3.9% were active at least once.

STEP inh	NadD block	Rpn11 block	Tb MetRS inh	DNMT1 inh	MsrA inhibitor	LMPTP block	CSN inh	SUMO1-SIM PPI	Scp-1 inhibitor	molecule
1	2	i	0.8	-4	-0.3	-0.8	9	3	-3	COc1ccc(N2CCN(C(=O)c3ccc(NS(=O)(=O)c4cccs4)cc3)CC2)cc1
0	1	i	0.0	-2	0.9	2.1	-4	-1	0	O=C(COC(=O)c1cccnc1SC(F)F)NC1CC1
1	-8	i	-0.1	-1	-0.6	-0.6	0	-3	1	NS(=O)(=O)c1ccc(NC(=O)COC(=O)CCc2ccc(S(=O)(=O)N3CCOCC3)cc2)cc1
-1	-7	i	-1.0	2	-0.8	-1.6	-3	-1	-3	CCn1nnc(C(=O)O)c1C(=O)O
2	-5	i	-0.5	2	-0.1	-0.1	-4	-8	.	O=C(N/N=C/c1cccc(Oc2ccccc2)c1)c1ccccc1F
0	-7	i	-0.5	0	0.8	-1.2	0	3	-9	Cc1cccc(NC(=O)CSCC(=O)Nc2ccc(S(=O)(=O)N3CCCC3)cc2)c1
3	-2	i	0.5	-4	2.2	2.3	-4	-5	-9	Cc1cc(NC(=O)c2cc(-c3cccs3)nc3ccccc23)no1
0	-1	i	-0.2	0	-0.3	-1.8	-4	4	-2	O=C(Nc1ccnn1C1CCN(Cc2cccnc2)CC1)c1ccccc1Cl
-1	-4	i	-0.2	2	0.3	0.3	4	-3	-9	CCN(CC)CCN(C(=O)c1c(F)cccc1F)c1nc2cc(C)cc(C)c2s1
-1	2	i	6.5*	-5	1.2	-14	10	-11	0	Oc1[nH]c(=S)sc1C=C1N=c2ccccc2=N1
2	21	i	0.1	20	0.1	1.3	6	0	3	N#Cc1c(NC(=O)CN2CCN(S(=O)(=O)c3ccc4c(c3)OCCO4)CC2)sc2c1CCC2
-3	-8	i	0.1	-3	-0.2	3.2	6	-5	-14	O=S(=O)(NC1CCCCC1)c1ccc(-c2csnn2)s1
-2	-2	i	0.1	4	0.6	-1.4	2	5	-4	CCCCN(C(=O)c1c(CC)noc1C)c1c(N)n(CCC)c(=O)[nH]c1=O
-1	-1	i	-0.8	0	2.2	0.8	1	1	-15	CCCOc1ccccc1NC(=O)Nc1ccccc1Cl
2	-6	i	-0.3	-3	0.7	3.0	1	3	-15	COc1ccccc1CNC(=O)c1oc2ccccc2c1C

Single entries from the results shown.
For Tb MetRS inh, CCN(CC)CCN(C(=O)c1c(F)cccc1F)c1nc2cc(C)cc(C)c2s1 shows -0.2
For NadD block, Cc1cc(NC(=O)c2cc(-c3cccs3)nc3ccccc23)no1 shows -2
For SUMO1-SIM PPI, NS(=O)(=O)c1ccc(NC(=O)COC(=O)CCc2ccc(S(=O)(=O)N3CCOCC3)cc2)cc1 shows -3

Filtered by structure: those above containing an aryl methoxy group.
STEP inh	NadD block	Rpn11 block	Tb MetRS inh	DNMT1 inh	MsrA inhibitor	LMPTP block	CSN inh	SUMO1-SIM PPI	Scp-1 inhibitor	molecule
1	2	i	0.8	-4	-0.3	-0.8	9	3	-3	COc1ccc(N2CCN(C(=O)c3ccc(NS(=O)(=O)c4cccs4)cc3)CC2)cc1
2	-6	i	-0.3	-3	0.7	3.0	1	3	-15	COc1ccccc1CNC(=O)c1oc2ccccc2c1C

The list continues.
STEP inh	NadD block	Rpn11 block	Tb MetRS inh	DNMT1 inh	MsrA inhibitor	LMPTP block	CSN inh	SUMO1-SIM PPI	Scp-1 inhibitor	molecule
4	-1	i	-0.1	1	-0.2	0.6	3	3	-10	CC(C)c1cc(CN2C(C)COCC2C)cc(C(C)C)c1O (stereo not drawn)
0	-2	i	-0.5	0	-1.7	-1.1	0	-1	1	O=C(NC1CC2CCC1C2)c1ccco1 (stereo not drawn)
-1	0	i	-0.5	-14	0.3	0.3	1	1	3	c1ccc2c(CNc3ccc(CNc4ncn[nH]4)cc3)cccc2c1
0	3	i	-0.5	3	-0.5	-1.6	1	-3	-6	COC(=O)c1ccsc1NC(=O)c1ccc(Cl)s1
-3	-5	i	-1.0	3	0.3	-1.8	4	-1	-11	CCOc1cc(Cl)c(NC(C)=O)cc1OCC
1	-1	i	-0.1	0	-0.6	2.0	-2	0	.	CC(CC(=O)Nc1ccc2c(c1)c(=O)n(C)n2-c1cccs1)c1ccccc1 (stereo not drawn)
-1	1	i	0.0	-2	1.0	0.0	5	-27	-4	CN(CCOc1ccccc1)C(=O)c1cc([N+](=O)[O-])cc([N+](=O)[O-])c1
0	2	i	0.2	0	0.6	-1.5	1	-2	1	Cc1ccc(N2CCN(Cc3ccccc3)CC2=O)c(C)c1
-3	-3	i	0.3	1	-0.7	-1.2	1	4	-4	CN(C(=O)c1c(Cl)nc2sccn12)C1CCCCC1
0	-2	i	0.0	-1	0.2	0.2	1	1	-10	COc1ccc(S(=O)(=O)N2CCC(C(=O)NCc3cccnc3)CC2)cc1OC
1	1	i	-0.2	0	-0.5	-1.2	2	11	-8	c1ccc(NC2=NCCN2CCC2CCCC2)cc1
7	-1	i	0.4	2	0.2	-0.5	0	0	-4	COc1ccccc1OCCC(=O)Nc1nc(C)cs1
1	-5	i	-1.4	-7	-0.7	1.7	-2	-18	-6	Cc1csc(SCC(=O)Nc2cccc3nsnc23)n1
0	2	i	-0.6	4	-0.8	-1.1	-6	-4	1	COc1ccc(N2CCN(C(=O)COC(=O)/C=C/c3ccc(C(F)(F)F)cc3)CC2)cc1
-1	-3	i	-0.4	2	-0.4	0.3	3	-1	-3	Cc1cc(OCC(=O)OCC(=O)NC2CCCCC2C)ccc1Cl (stereo not drawn)
1	-1	i	-0.2	1	0.9	-0.1	-5	8	1	CCCOC1CCCN(C(=O)c2ccc(OC)c(OC3CCN(C(C)C)CC3)c2)C1 (stereo not drawn)
1	5	i	0.3	4	-0.7	-0.9	1	1	-15	CCCC1(C(=O)O)NC(c2ccc(OC)cc2O)C2C(=O)N(c3ccc(OC)cc3)C(=O)C21 (stereo not drawn)
-5	1	i	8.3*	-1	0.1	-1.0	0	-19	-8	Cc1ccccc1OCC(=O)NNC(=O)c1ccc(-n2cncn2)c([N+](=O)[O-])c1
1	9	i	-0.3	-5	1.2	1.6	-1	1	-15	COc1ccc(Cl)cc1NC(=O)CN(C)C(=O)c1ccc2c(c1)CC(c1ccccc1)OC2=O (stereo not drawn)
-2	-6	i	-0.3	-4	1.6	-0.7	-1	-4	7	COC(=O)c1ccc2nc(C)cc(Nc3ccccc3C)c2c1
1	-8	i	-0.4	-3	1.4	-1.0	-1	-2	-8	Cc1ccc(OCC(=O)NCCc2c[nH]c3ccccc23)cc1
2	9	i	-0.3	2	-0.8	-1.1	-8	-6	-3	COC(=O)c1nc(NC(=O)c2ccc(Cl)cc2)n[nH]1
-4	13	i	-1.5	-4	3.9	-0.9	-4	-10	7	CCc1ccc(-c2cc(C(=O)Nc3ccc(S(=O)(=O)NC(C)=O)cc3)c3ccccc3n2)cc1
-2	-1	i	0.3	-2	-0.6	0.4	-1	7	-3	CCCNC(=O)C(Cc1ccccc1C)NC(=O)c1ccc(C(F)(F)F)cc1 (stereo not drawn)
.	-4	.	-1.2	.	0.7	-0.9	-4	-2	.	COc1ccc(OC)c(CN2C(=O)c3ccccc3C2c2nnnn2Cc2ccccc2)c1 (stereo not drawn)
-1	-6	i	-0.1	9	0.4	-0.4	-3	1	-6	C[C@H]1CN([C@@H](C)CO)C(=O)c2cc(NC(=O)c3ccncc3)ccc2O[C@H]1CN(C)Cc1ccc(C(=O)O)cc1
-1	-4	i	0.7	3	0.4	-0.3	3	-6	.	Cc1ccc(C)c(NC(=O)COC(=O)c2c(-c3ccccc3)noc2C)c1
1	4	i	-0.1	4	1.6	1.8	7	6	-14	COc1ccc(/C=C/C(=O)NC(=S)Nc2ccccn2)cc1
-2	0	i	-0.9	1	-1.3	-1.7	1	-3	1	COc1cccc(C2NC(=O)CCC2[N+](=O)[O-])c1 (stereo not drawn)
0	-3	i	0.6	-13	-0.8	1.0	4	8	.	CC1C(=O)N(Cc2cn(CCC3OCCCO3)nn2)CCS(=O)(=O)N1Cc1ccc(-c2ccc(Cl)cc2)cc1 (stereo not drawn)
1	-5	i	-1.4	2	.	-7.6	0	-20	-6	NC[C@H]1O[C@H](O[C@H]2[C@H](O)[C@@H](O[C@H]3O[C@H](CO)[C@@H](O)[C@H](N)[C@H]3O)[C@H](N)C[C@@H]2N)[C@H](N)C[C@@H]1O
4	0	i	-0.4	8	-0.2	2.1	5	5	-2	CC(NC(=S)NC1CCC(C(C)(C)C)CC1)c1ccccc1 (stereo not drawn)
2	-3	i	0.0	-5	0.1	-0.1	-17	3	-7	CCOC(=O)C1CN(S(C)(=O)=O)c2cc(CC(=O)OC)ccc2O1 (stereo not drawn)
3	-1	i	0.4	-2	-1.6	0.3	-4	5	-4	COCCNC(=O)C(c1ccc(C)o1)N(CC1CCCO1)C(=O)Cn1nnc2ccccc21 (stereo not drawn)
-2	6	i	-0.4	-1	-0.5	-0.4	2	0	0	CC(C)CC(NS(=O)(=O)c1ccccc1)C(=O)O (stereo not drawn)
-2	7	i	0.2	1	-1.3	-1.7	-3	4	-3	CN(Cc1ccccc1)C(=O)c1[nH]cnc1C(=O)NCC(=O)OC(C)(C)C
0	-1	i	0.0	-1	0.1	-1.1	-6	2	-10	COc1ccc(CCNC(=O)c2cccc(-n3cnnn3)c2)cc1
38	-2	i	0.0	20	1.5	1.4	1	28	58*	NC(=O)c1c(NC(=O)C2CC=CCC2C(=O)O)sc2c1CCCCC2 (stereo not drawn)
3	-1	i	9.1*	-1	0.3	-0.1	3	-16	-8	O=C(Cn1cc([N+](=O)[O-])ccc1=O)NCc1ccc(Cl)cc1Cl
1	4	i	0.0	11	0.0	-1.7	-2	-2	-6	Cc1nn(CC(=O)NCCCN2C(C)CCCC2C)c(=O)c2cc3occc3n12 (stereo not drawn)
-2	4	.	0.5	8	1.4	1.2	6	-26	-5	Cc1ccc(C(=O)C[n+]2cccc3cc(C)ccc32)cc1
-2	-2	i	-0.1	19	0.2	4.7	5	21	-18	CC(C)CC(NS(=O)(=O)OCC(Cl)(Cl)Cl)c1ccccc1 (stereo not drawn)
-3	-10	i	-0.3	1	0.1	-0.5	0	1	-18	O=C(Nc1ccccc1N(C(=O)c1ccco1)S(=O)(=O)c1cccs1)c1ccco1
-3	1	i	-0.8	14	-0.8	1.2	0	-2	2	CCOC(=O)Cn1c(-c2ccc(Cl)nc2)nc2ccccc21

Assay outcomes (PubChem BioAssay)
